Jurkat tox 60K = cytotoxicity toward Jurkat cells | Jurkat E6.1 viability, ATP luminescence, 48 h | inhibition, % at 4 µM | actives 1.2% (n = 56,000) | AID 463;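 active = inhibition above the mean inhibition of all tested compounds plus 3 SD, cut at about 28% in these data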
D1 mod = allosteric modulators of human D1 dopamine receptor | B-score at 10 µM | AID 641 | actives 5.9% (n = 58,000) | HEK293 D1, CRE-luciferase, dopamine EC30 potentiation; actives deviate in either direction;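 active = luminescence count or its row- and column-corrected plate score outside the 99.7% band of the plate's sample wells, on either side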
Target sequence (P21728 whole entry, looked up): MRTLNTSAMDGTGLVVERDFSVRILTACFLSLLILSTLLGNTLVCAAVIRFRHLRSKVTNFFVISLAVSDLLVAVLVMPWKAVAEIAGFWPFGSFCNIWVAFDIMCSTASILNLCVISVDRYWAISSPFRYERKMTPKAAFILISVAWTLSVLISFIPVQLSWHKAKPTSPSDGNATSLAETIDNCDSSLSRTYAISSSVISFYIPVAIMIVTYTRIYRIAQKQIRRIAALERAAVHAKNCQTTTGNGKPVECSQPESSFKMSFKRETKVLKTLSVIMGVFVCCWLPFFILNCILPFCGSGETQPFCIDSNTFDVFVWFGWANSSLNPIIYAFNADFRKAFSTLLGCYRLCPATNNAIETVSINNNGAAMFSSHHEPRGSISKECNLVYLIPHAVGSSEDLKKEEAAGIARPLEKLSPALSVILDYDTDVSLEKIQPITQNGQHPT
TNAP act DEA = activators of human TNAP at intermediate phosphate acceptor | purified TNAP, CDP-star luminescence, 100 mM DEA, 30 min; stronger effect = higher value; scale: 0 levamisole-inhibited, 1 vehicle-only enzyme | activation factor at 20 µM | P05186 | 64,000 tested, under 10 active;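 active = activation factor of at least 2 at 20 µM, relative to controls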
Target sequence (P05186 whole entry, looked up): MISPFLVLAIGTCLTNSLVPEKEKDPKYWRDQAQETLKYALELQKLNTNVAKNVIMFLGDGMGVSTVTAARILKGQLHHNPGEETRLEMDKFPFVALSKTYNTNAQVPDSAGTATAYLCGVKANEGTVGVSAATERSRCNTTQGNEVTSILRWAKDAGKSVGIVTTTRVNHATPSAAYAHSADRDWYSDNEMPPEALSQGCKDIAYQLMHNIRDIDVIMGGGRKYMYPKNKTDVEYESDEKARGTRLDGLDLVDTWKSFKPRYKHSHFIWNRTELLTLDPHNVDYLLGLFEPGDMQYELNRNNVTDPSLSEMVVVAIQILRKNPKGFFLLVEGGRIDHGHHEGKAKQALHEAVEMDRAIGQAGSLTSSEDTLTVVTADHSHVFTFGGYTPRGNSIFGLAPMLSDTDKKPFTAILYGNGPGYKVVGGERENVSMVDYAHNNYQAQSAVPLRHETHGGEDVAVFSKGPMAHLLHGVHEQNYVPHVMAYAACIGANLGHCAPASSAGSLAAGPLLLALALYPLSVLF
S1P3 ag = activates the human S1P3 receptor; Q99500; S1P3 NFAT-BLA reporter cells, agonism, FRET ratio; relative to 1 µM S1P, basal subtracted; activation, % at 4.5 µM; actives 0.1% (n = 60,000); AID 373;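 active = activation above the screen-wide mean plus 3 SD, cut at about 4.5% in these data, passing the limit was not always enough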; also: some compounds called inactive have numbers as strong as hits
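Benchmarks: high control 1 µM S1P / System: stable CHO line with human S1P3, Gα16, NFAT-BLA reporter / Dosing: single compound concentration, 4.5 µM final / Timing: 4 h compound at 37 °C, 2 h substrate at RT / Measured by: FRET β-lactamase substrate fluorescence, excitation 405 nm, 460/535 nm emission ratio, background-subtracted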
E coli RNAP = Escherichia coli RNA polymerase inhibition; AID 559; inhibition, %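 (tested at 10 µM)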; P0A8V2; E. coli RNA polymerase, fluorescence transcription assay; actives 0.2% (n = 62,000); in the data active = inhibition above about 20%;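 also: 0% = enzyme without compound and 100% = no enzyme blank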
M1 antagonist = blocks the rat M1 muscarinic receptor response to acetylcholine; CHO-M1 cells, Fluo-4 calcium, ACh EC80 antagonist mode; stronger effect = lower value; B-score at 10 µM; actives 3.4% (n = 64,000); AID 628;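 active = calcium fluorescence response, raw or row-and-column corrected B-score, differing from the plate sample mean either way at a set confidence level, mostly lower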
HEK293 NFkB inh = inhibitors of the PMA/ionomycin-induced NF-kB reporter in HEK293 cells | HEK-293 NF-kB luciferase reporter, luminescence | AID 465 | actives 0.21% (n = 62,000) | inhibition, % at 3 µM;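 active = inhibition above the mean of all tested compounds plus 3 SD, cut at about 40% in these data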;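 also: 0% = stimulated DMSO wells and 100% = 10 µM reference inhibitor 5653914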
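Reagent: PMA plus ionomycin mix as NF-kB-activating stimulus. Assay system: NF-kB luciferase reporter HEK-293 cells. Technique: luminescence from luciferase substrate reagent. Incubation: 1 h compound pre-incubation, 16 h PMA/ionomycin at 37 °C. Benchmarks: DMSO only as uninhibited control, 10 µM reference inhibitor as full inhibition. Repeats: tested once.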
M1 ag = M1 muscarinic receptor agonism | B-score at 10 µM | actives 3% (n = 64,000) | CHO-M1 cells, Fluo-4 calcium fluorescence, agonist mode; stronger effect = higher value;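 active = fluorescence rise, raw or as B-score row- and column-corrected plate score, outside the 99.7% band of its plate's samples, either direction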
S1P1 ag-PAM = agonists and agonism potentiators of human S1P1 receptor. S1P1 CRE-bla cells, forskolin, beta-lactamase FRET, potentiator mode; S1P1 agonist co-added at EC20, 2 nM; 100% = saturating reference agonist, 0% = basal. activation, % at 9.5 µM. actives 0.57% (n = 56,000). AID 449;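 active = activation above a cutoff set at the mean activation of all tested compounds plus 3 SD, cut at about 54% in these data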;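 also: forskolin at 4 µM as EC80 and the EC20 agonist is SEW2871; 100% = SEW2871 at its EC100 plus forskolin at EC80; some compounds past the cut are filed as inactive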
* = called active by the depositor; . = not tested or not shown.

SMILES,Jurkat tox 60K,D1 mod,TNAP act DEA,S1P3 ag,E coli RNAP,M1 antagonist,HEK293 NFkB inh,M1 ag,S1P1 ag-PAM
COc1ccc(N2CCN(Cc3nc(N)nc(N4CCCc5ccccc54)n3)CC2)cc1,-5,5.7*,0.9,-0.9,7,.,14,.,-2
Cc1nn(-c2ccccc2)c(N2CCCC2)c1/C=N/n1cnc2scc(-c3ccccc3)c2c1=O,1,-0.11,0.9,-1.0,-1,-2.4*,12,9.1*,12
CC(C)Sc1nc(O)c(Cc2ccccc2)c(=O)[nH]1,.,-0.51,1,.,3,-0.17,.,-0.091,.
Cc1onc(-c2ccccc2Cl)c1C(=O)NCc1cccs1,7,-0.048,1,-0.3,1,.,21,.,5
CC1CCCCC1NC(=O)Cn1nc(-c2ccccc2)ccc1=O (configuration not stated),-3,-0.32,0.9,-0.1,0,0.16,12,-0.074,0
COc1ccc(-n2nc(C(=O)NCC(=O)NCC3CCCO3)c3ccccc3c2=O)c(OC)c1 (configuration not stated),8,1.7,1.1,-0.4,6,-0.53,21,0.059,10
N#Cc1c(-c2ccccc2Cl)cc(C2CC2)nc1N,.,15*,0.9,-0.8,5,-0.033,.,3.6,-32
O=C(Nc1ccc2c(c1)OCO2)C1COc2ccccc2O1 (configuration not stated),2,0.036,0.9,-0.9,-3,0.24,8,0.15,.
CCOCCCNCC(=O)N1CCN(S(=O)(=O)c2ccc(C)cc2)CC1,1,-0.92,0.9,-0.9,5,-0.58,11,0.31,6
Cc1[nH]nc2c1C(CCc1ccccc1)C(C#N)=C(N)O2 (configuration not stated),.,.,0.8,0.1,9,0.25,.,-0.057,3
O=C(Nc1ccccn1)C12CC3CC(C1)CC(C(=O)Nc1ccccn1)(C3)C2,11,-1.2,1.1,-1.1,10,-0.032,-22,-0.29,.
CCc1nnc(NC(=O)c2ccc(S(=O)(=O)N3CCOCC3)cc2)s1,6,0.19,0.9,-0.3,7,1.3,-6,0.41,-7
Cc1cc(C)n2c3c(c(C#N)c2n1)CCCC3,0,2.9*,1,0.7,-3,1.1,12,0.59,-21
OCc1nc2ccccc2n1CCCOc1ccccc1,11,-1.4,0.8,-1.0,12,-0.34,-2,0.1,0
Cn1cnnc1SCC(=O)Nc1ccc2nc(SCc3ccccc3)sc2c1,.,-0.81,0.9,.,-1,0.05,-17,-0.16,.
COc1ccc(-c2noc(C3CCCN(C(=O)c4cccs4)C3)n2)cc1 (configuration not stated),5,-0.57,0.9,-0.3,6,-0.34,4,0.83,6
CCOC(=O)C1CCCN(C(=O)c2cncc(Br)c2)C1 (configuration not stated),2,0.42,1,-0.6,3,0.88,19,-0.11,3
CCN1CCN(C(c2cccs2)C(C)NC(=O)c2cccc(OC)c2)CC1 (configuration not stated),-2,.,0.9,0.1,2,0.089,4,0.16,-7
COc1cc(C(=O)N(Cc2ccccn2)CC2CCCO2)cc(OC)c1OC (configuration not stated),.,1.8,0.9,.,12,0.71,2,-0.56,.
O=C(NC1CCCC1)c1cnn2c(C(F)(F)F)cc(-c3ccco3)nc12,.,3.5,0.9,.,5,-1.3,22,0.93,.
Cc1oc(-c2cccc(Cl)c2)nc1CN1CCCC(C(=O)NCc2ccco2)C1 (configuration not stated),-2,0.31,0.9,-0.7,5,-0.0098,15,-0.85,32
CCOc1ccc(C(=O)NCc2ccncc2)cc1,17,-0.83,1,-0.8,7,0.048,14,-0.98,-3
CCN(CC)c1cc(C)c2cc(NC(=O)CNC(C)=O)ccc2n1,.,-0.97,0.9,.,-1,.,10,.,.
O=c1c2ccccc2[nH]c(=S)n1CCCN1CCN(C2CCCCC2)CC1,-1,-0.84,1,-1.1,-9,-2.3*,-10,0.24,-6
CCC(C)NC(=O)CC1Oc2ccc(C)cc2NC1=O (configuration not stated),-5,-0.24,0.9,0.1,9,0.67,-3,0.17,-13
CC1=CC(C)(C)N(C(=O)c2ccc(F)cc2)c2cc3c(cc21)OCO3,3,0.29,0.9,0.5,7,1.8,8,0.29,13
CC(C)(C)n1ncc2c(=O)n(CC(=O)c3ccccc3)cnc21,-2,-1.5,0.8,-1.0,8,-0.84,-8,0.064,-6
CCN=C1SCC(=O)N1c1ccc(OC)cc1,4,0.74,0.9,-0.7,6,0.61,-8,0.2,13
COc1cc2c(cc1OC)C(/C(C#N)=N\O)=NC(C)(C)C2,-2,.,0.9,-0.3,8,0.0084,10,-0.013,-39
Cc1ccc(-c2nnc(SCC(=O)N3CCN(c4ccccc4)CC3)o2)cc1,-13,0.7,0.9,-0.5,6,-0.25,2,0.25,-8
O=c1c2ccccc2nc(SCc2cn3ccsc3n2)n1-c1ccccc1F,2,5.7*,0.9,-1.2,3,1.1,18,0.66,18
CCCN(CCC)Cc1c(C(=O)OCC)nnn1-c1nonc1N,8,-0.61,0.9,-0.1,1,-0.53,17,-1.2,-35
CC(=N/O)/C(=N\O)c1ccc(C)o1,-2,-0.67,1,-0.8,5,0.45,5,-0.65,-33
CC(=O)c1cccc(NC(=O)C2CCN(S(=O)(=O)c3ccc(F)cc3)CC2)c1,0,-0.045,1,-1.0,-4,0.013,-5,-0.73,-2
N#Cc1nc(N)nc(N(c2ccccc2)c2ccccc2)n1,10,4.5*,0.9,-0.1,0,-0.07,26,-0.058,-24
COc1ccc(C2CC(c3cccs3)n3nc(N)nc3N2)cc1 (configuration not stated),-2,0.78,0.9,-0.8,-10,0.22,18,-1,-34
CCC(C)[C@H](NC(=O)NCC1CCCO1)C(=O)OC (some centres not stated),0,0.14,0.9,-0.6,1,1,3,5*,-14
CCn1cnc2sc(C(=O)N3CCN(c4ccc(OC)cc4)CC3)c(C)c2c1=O,1,.,0.7,0.2,2,-0.11,17,-0.59,-37
CCCOc1ccc(-c2nc(C#N)c(N3CCN(C)CC3)o2)cc1,8,-1.1,1,-1.1,-5,-1.7,12,-0.39,0
CCC1CCCCN1Cc1ccc(CNS(=O)(=O)c2ccc3c(c2)oc(=O)n3C)o1 (configuration not stated),-1,1.1,0.9,-1.0,6,-1.1,0,0.013,-12
CCc1ccccc1NS(=O)(=O)c1ccc2[nH]cc(C(=O)NCC3CCCO3)c(=O)c2c1 (configuration not stated),-6,-1.8,0.9,-0.8,0,-0.28,-2,-0.49,4
Clc1ccc(CSc2nnc([C@@H]3CCCN3)o2)cc1Cl,4,.,0.9,-0.8,4,-0.25,13,-1,13
O=C(CSc1ncnc2sc3c(c12)CCCCC3)NCc1ccco1,38*,4.3,0.9,-1.5,11,0.11,-1,0.14,11
CCC1CCCCN1C(=O)CSc1nnc(-c2ccc(Cl)cc2)o1 (configuration not stated),-2,0.017,0.9,-1.3,5,-1.1,18,-1.7,5
O=C(CCC1CCCC1)c1c(O)c2ccccc2oc1=O,0,-3.1*,0.9,0.1,10,-2.1*,-30,8.2*,-2
CCOC(=O)C1CCN(CC(O)COc2ccc(C(C)(C)C)cc2)CC1 (configuration not stated),12,-0.024,1,-0.8,5,-0.97,18,-0.84,15
CCCc1cc(-n2ccnc2C)n2c(nc3ccccc32)c1C#N,.,1.1,1,-2.4,2,0.28,.,0.42,6
CCC1(c2cccc(Cl)c2)NC(=O)N(Cc2cc(C(=O)OC)c(C)o2)C1=O (configuration not stated),4,0.28,0.9,-0.6,7,0.9,16,-0.058,2
O=C1Cn2c(nc3ccccc32)-c2ccccc2N1,-7,-0.37,0.9,-0.3,6,-0.11,10,-0.37,-7
CCc1c(O)nc(SCC(=O)Nc2ccccc2OC)[nH]c1=O,-7,-0.78,0.9,-1.2,1,-1*,9,0.62,2
CN1C(=O)NC(NC(=O)c2ccncc2)(C(F)(F)F)C1=O (configuration not stated),-2,-0.48,0.9,-0.1,4,-0.43,-6,0.95,-15
COc1cccc(N(CC(=O)Nc2cccc(N(C)S(C)(=O)=O)c2)S(C)(=O)=O)c1,6,-0.0097,1,-0.4,4,0.019,14,-0.17,-4
Cc1cc(C)nc(NC(=O)c2cccc(Cl)c2)n1,0,-0.22,1.1,-1.0,3,0.61,7,0.0029,-14
CC(C)(C)NC(=O)C1CCC(C)(C(=O)O)C1(C)C (configuration not stated),-2,0.68,0.9,0.1,1,-0.22,4,0.18,.
COc1ccc(-n2ncc3c(NCc4ccc5c(c4)OCO5)ncnc32)cc1,4,-1,0.8,-1.9,13,0.19,3,-0.4,0
COc1cccc(CNCc2ccccn2)c1OC,0,0.99,0.9,-1.1,9,0.0072,6,0.18,-13
COc1ccc(C(=O)Nc2cccc(OC)c2)cc1,1,-3.7*,0.9,-0.7,-1,-0.14,-24,0.079,-33
Cc1cc(-c2ccco2)n(CC(=O)O)n1,5,-4.3*,1,-0.6,8,0.15,8,1.1,-2
Cc1ccccc1CN1CCN(CC(=O)NCCCN2CCN(c3ccc(F)cc3)CC2)C1=O,9,-2.4,1,-1.3,4,-0.19,10,-1.5,11
c1ccc2c(c1)Cn1nnnc1-2,3,0.45,0.9,-0.4,2,1,15,-1,-4

(more compounds)
SMILES,Jurkat tox 60K,D1 mod,TNAP act DEA,S1P3 ag,E coli RNAP,M1 antagonist,HEK293 NFkB inh,M1 ag,S1P1 ag-PAM
Cc1ccc(C(=O)C2=C(O)C(=O)N(c3ncccn3)C2c2cccc(Cl)c2)o1 (configuration not stated),.,.,0.9,-1.3,15,0.19,.,0.15,-2
c1ccc2c(SCc3cn4cccnc4n3)ncnc2c1,9,3,0.9,-0.6,8,0.25,3,0.11,-22
Cc1ccc(CNC(=O)CCS(=O)(=O)c2cc(Br)cc3c2N(C(=O)C2CC2)CC3)o1,8,1,1.1,0.4,6,0.39,11,0.071,-18
COC(=O)c1c(-c2cccs2)csc1NC(=O)CN1CCOCC1,4,28*,0.9,-1.4,4,-0.21,5,-0.037,-29
COc1ccc2cc(CCNC(=O)c3c(-c4ccccc4Cl)noc3C)c(=O)[nH]c2c1,-14,-0.13,0.9,-0.2,5,0.014,9,0.35,-6
O=C1CC(Sc2nnnn2C2CCCCC2)C(=O)N1c1ccccc1 (configuration not stated),-5,0.041,.,-1.1,.,0,12,-0.11,-26

Laid out differently: results already given.
Each structure is followed by: Jurkat tox 60K, D1 mod, TNAP act DEA, S1P3 ag, E coli RNAP, M1 antagonist, HEK293 NFkB inh, M1 ag, S1P1 ag-PAM
c1ccc2c(SCc3cn4cccnc4n3)ncnc2c1
  9, 3, 0.9, -0.6, 8, 0.25, 3, 0.11, -22
Cc1ccc(C(=O)C2=C(O)C(=O)N(c3ncccn3)C2c2cccc(Cl)c2)o1 (configuration not stated)
  ., ., 0.9, -1.3, 15, 0.19, ., 0.15, -2
Cc1ccc(CNC(=O)CCS(=O)(=O)c2cc(Br)cc3c2N(C(=O)C2CC2)CC3)o1
  8, 1, 1.1, 0.4, 6, 0.39, 11, 0.071, -18
COc1ccc2cc(CCNC(=O)c3c(-c4ccccc4Cl)noc3C)c(=O)[nH]c2c1
  -14, -0.13, 0.9, -0.2, 5, 0.014, 9, 0.35, -6
